DT40 TDP1 no CPT: qHTS for Inhibitors of human tyrosyl-DNA phosphodiesterase 1 (TDP1): qHTS in cells in absence of CPT. 420,000 tested, 15% active. AID 686978, 2013. Potency, µM (highest dose often 46.2 µM), for the others: at the top dose activity change, negative = growth inhibition, hits mostly inhibitors. DT40 Tdp1-/- hTDP1 cells, no CPT, ATP luminescence, 48 h; note: nearly all actives have a fitted effect of over 55% in size
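Chicken DT40 Tdp1-/- cells stably complemented with human TDP1 were seeded at 400 cells/well with DMSO in place of 20 nM camptothecin. After compound pinning, cells grew at least 48 hr at 37 °C; viability read by CellTiter-Glo luminescence.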
DT40 TDP1 CPT: qHTS for Inhibitors of human tyrosyl-DNA phosphodiesterase 1 (TDP1): qHTS in cells in presence of CPT | chicken DT40 Tdp1-/-;hTDP1 cells + 20 nM CPT, ATP luminescence, 48 h | Potency, µM (doses to about 46.2 µM), without a hit: top-dose activity change, negative = growth inhibition, most hits filed as inhibitors | 420,000 tested, 12% active; note: nearly all actives have a fitted effect of over 55% in size
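Chicken DT40 Tdp1-/- cells complemented with human TDP1, 400 cells/well, exposed to compounds plus 20 nM camptothecin for at least 48 h at 37 C; viability read as ATP content by CellTiter-Glo luminescence.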
GCN5L2 inh: qHTS Assay for Inhibitors of GCN5L2. Histone acetyltransferase KAT2A (Homo sapiens), Q92830. GCN5L2 HAT assay, ThioGlo1 CoA-SH fluorescence. Potency, µM (doses to about 58.9 µM), without a hit: top-dose activity change, negative = inhibition, most hits filed as inhibitors. 390,000 tested, 0.21% active. AID 504327, 2011
Target sequence (Q92830 whole entry, looked up): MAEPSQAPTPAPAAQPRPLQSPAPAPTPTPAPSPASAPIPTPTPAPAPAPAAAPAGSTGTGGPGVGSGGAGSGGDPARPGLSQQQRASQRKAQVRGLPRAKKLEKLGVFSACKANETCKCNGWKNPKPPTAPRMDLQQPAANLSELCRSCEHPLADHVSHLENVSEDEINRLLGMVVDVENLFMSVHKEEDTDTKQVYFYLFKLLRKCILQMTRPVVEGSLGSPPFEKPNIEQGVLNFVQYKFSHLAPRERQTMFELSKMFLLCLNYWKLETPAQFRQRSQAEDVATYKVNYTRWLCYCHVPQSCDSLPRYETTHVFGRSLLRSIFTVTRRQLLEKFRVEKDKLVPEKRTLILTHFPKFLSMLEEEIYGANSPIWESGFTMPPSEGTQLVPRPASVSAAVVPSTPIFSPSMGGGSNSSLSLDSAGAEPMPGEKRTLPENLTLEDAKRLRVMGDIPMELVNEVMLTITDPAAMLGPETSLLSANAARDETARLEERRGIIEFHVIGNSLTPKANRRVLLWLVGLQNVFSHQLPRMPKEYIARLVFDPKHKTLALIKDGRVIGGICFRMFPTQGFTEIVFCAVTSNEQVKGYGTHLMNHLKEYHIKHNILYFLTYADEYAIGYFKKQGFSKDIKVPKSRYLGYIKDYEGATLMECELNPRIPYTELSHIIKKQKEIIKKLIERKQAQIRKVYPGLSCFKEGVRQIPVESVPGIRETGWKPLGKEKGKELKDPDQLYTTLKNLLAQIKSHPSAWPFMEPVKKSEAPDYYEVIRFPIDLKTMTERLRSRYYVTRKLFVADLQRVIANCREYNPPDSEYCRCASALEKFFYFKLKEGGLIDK
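GCN5L2 (20 nM) in 50mM HEPES pH 7.5, 0.1mM EDTA, 0.01% Tween-20 preincubated 15 min with compounds at room temperature. Reaction started with H3(1-25) 75uM, acetyl-CoA 70uM, ThioGlo1 50uM; CoA-thiol fluorescence (Ex340/Em540) read at 0 and 20 min.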
Numbers without * were called inactive; u = inconclusive; x = no result given; & = joins results of further samples; [ ] = remark or other dose. Calls come from the whole dose curve; as a rule, active = well fitted curve in the direction sought with a large enough effect; inconclusive = small, poorly fitted or top-dose-only effect, or another doubt; inactive = no such curve, though single readings can be large; an effect the other way counts as inactive or inconclusive. % is set by controls: 0 for no effect and ±100 for the full control effect; potency is the fitted concentration of half-maximal effect. Some of the compounds tested. The share of hits here may be higher or lower than overall.

SMILES | DT40 TDP1 no CPT | DT40 TDP1 CPT | GCN5L2 inh
Nc1c(C(=O)NCc2ccc3c(c2)OCO3)nnn1Cc1cccc(F)c1 | -18.1% | -6.2% | -5.9%
COc1ccc(CC(=O)NN2C(=O)c3ccccc3C2=O)cc1 | 1.1% | 5.2% | 2.5%
COc1cccc(CNC(=O)c2ccc3c(c2)N(C)C(=O)C2CCCCN32)c1 (centres undefined) | u | u | -9.0%
Fc1ccc(-c2nnc(-c3ccc(Cl)cc3)o2)cc1 | -4.4% | -9.3% | -3.0%
O=C(Cn1cnc2c(NCc3ccccc3)ncnc21)NCc1ccc2[nH]ccc2c1 | -4.4% | 1.7% | -2.0%
CN1CCSc2ccc(C(=O)NCc3ccccc3F)cc21 | u | u | -23.4%&-1.6%
CCN(CC(=O)Nc1ccccc1C(F)(F)F)C(=O)Cc1sc(C)nc1-c1ccc(F)cc1 | -17.8% | u | 1.0%
CCc1nnc(NC(=O)CN2CCN(S(C)(=O)=O)CC2)s1 | 1.1% | -2.5% | -0.5%
CCSc1nc2sc3c(c2c(=O)[nH]1)CC(C)(C)OC3 | -19.9% | -6.8% | -9.1%
COc1cccc(C(=O)N2c3nc(-c4ccco4)nn3C3(CCCCC3)[C@@H]3CCCC[C@@H]32)c1 | 16.4µM* | u | -14.4%
Cc1ccc(CNC(=O)CCc2cn(Cc3ccc(C)cc3)c3ccccc23)cc1 | -24.7% | -24.6% | 3.7%
CCOC(=O)NC(NCCc1ccccc1)(C(F)(F)F)C(F)(F)F | -14.6% | -13.2% | -3.3%
Cc1c(NC(=S)N/C(=N/S(=O)(=O)c2ccc(Cl)cc2)c2ccccc2)c(=O)n(-c2ccccc2)n1C | 1.3% | 10.9% | -0.5%
Cc1cccc(Cc2c(C)nc3c(C(=O)NCc4ccco4)cnn3c2C)c1 | 11.2µM* | 22.4µM* | -21.3%
COc1ccc(OC)c(NC(=O)CC2SC(=Nc3ccc(F)cc3)N(CCC3=CCCCC3)C2=O)c1 (centres undefined) | u | u | -19.3%
CCNC(=O)c1ccc(=O)n(Cc2ccc(Cl)cc2Cl)c1 | -25.4% | -19.4% | x
C1=C(CCNCC2CCCCC2)CCCC1 | u | -9.7% | -0.1%
C[C@H]1CN([C@@H](C)CO)C(=O)CCCn2cc(nn2)CO[C@@H]1CN(C)S(=O)(=O)c1ccc(C#N)cc1 | -29.7% | 10.9% | x
COc1cc(C(=O)OCC(=O)NCC2CCCO2)cc(OC)c1OC (centres undefined) | -1.9% | 10.7% | 0.0%
COCCNC(=O)c1cc(S(=O)(=O)N(C)C2CCCCC2)ccc1Cl | -29.7% | -27.6% | x
CCC(=O)Nc1ccc(CC)cc1-c1nc2ccccc2n(CC(=O)c2ccc(OC)cc2)c1=O | -24.8% | -23.6% | u
CCOC(=O)CNC(=O)c1cc2c(=O)n3cccc(C)c3nc2s1 | -11.8% | -15.6% | 6.2%
Cc1cccc(N2CCN(C(=O)c3c(-c4ccccc4)noc3C)CC2)c1C | 1.46µM* | 2.91µM* | -11.4%
COC(=O)[C@@H]1CCCN1Cc1ccc2c(c1)CN(Cc1ccccc1F)CCO2 | -11.7% | -5.8%[9.04 µM] | x
CN(CC(=O)Nc1ccc(OC(F)(F)F)cc1)C(=O)Cc1c(Cl)cccc1Cl | u | -14.2% | -8.8%
Cc1sc(Cc2nc(O)cs2)nc1-c1ccccc1 | -27.4% | u | -2.2%
CCn1c(SCC(=O)NCC2CCCO2)nc2cc(S(=O)(=O)N3CCCCC3)ccc21 (centres undefined) | -4.4% | -1.8% | 0.7%
C=CCn1c(Br)nc2c1c(=O)[nH]c(=O)n2C | -7.7% | 8.1% | -1.7%
Cc1nn(Cc2ccccc2)c(Cl)c1C(=O)OC1CCOC1=O (centres undefined) | u | u | -5.0%
CSc1nnc(NC(=O)C23CC4CC(CC(C4)C2)C3)s1 | 16.0% | 4.0% | -7.6%
CCn1nc(NS(=O)(=O)c2ccc(NC(C)=O)cc2)c2cc3cccc(C)c3nc21 | -19.4% | -1.8% | 0.3%
CCc1ccc(/C=N/NC(=O)c2ccc(OC3CCCC3)cc2)s1 | u | u | -9.7%
Cc1ccc(CSc2nc3c(c(SCC(=O)O)n2)CCCC3)cc1 | -5.0% | u | -15.7%
Cc1cc(C)n(-c2ccc3cccc(NS(C)(=O)=O)c3n2)n1 | 5.8µM* | 5.17µM* | 5.7%
N#Cc1nc(N2CCCC2)nc(N2CCCC2)n1 | 14.1µM* | 12.6µM* | -3.0%
CC(=O)Nc1ccc(-c2nnc3n(Cc4ccc(C)cc4)c(=O)c4ccccc4n23)cc1 | -20.0% | -21.2% | -2.6%
CC(NC(=O)c1cc(COc2c(F)cccc2F)on1)c1cnn(-c2ccccc2)c1 (centres undefined) | -38.7% | u | -4.9%
O=C(CSc1nnnn1-c1cccc(C(=O)O)c1)NC(c1ccccc1)c1ccccc1 | -3.3% | 1.5% | u
COc1ccccc1NC(=O)NNC(=O)c1ccc(-c2ccccc2)cc1 | 0.6% | 16.9% | -2.9%
CCCCCC(=O)Nc1cc(S(=O)(=O)N2CCOCC2)ccc1Oc1ccc(OCC)cc1 | u | u | -6.1%
N#Cc1nc(-c2ccc(OCc3ccccc3)cc2)oc1N1CCC(C(N)=O)CC1 | u | -15.8%&-27.4% | -1.0%
COc1ccc(Cc2nnc(NC(=O)Nc3ccccc3F)s2)cc1OC | u | u | 2.0%
NNC(=O)CCN1CCN(C(c2ccccc2)c2ccccc2)CC1 | u | u | -14.8%
O=C(Cc1ccccc1[N+](=O)[O-])NCCSCc1c(F)cccc1Cl | u | -24.6% | u
CNS(=O)(=O)c1cccc(C(=O)OCC(=O)N2CCN(C(=O)c3ccco3)CC2)c1 | 10.4% | 4.2% | -7.9%
O=C(c1ccc(Br)cc1)N1CCN(S(=O)(=O)c2ccccc2)CC1 | u | u | -1.0%
CN(C)S(=O)(=O)c1cccc(NC(=O)CN(CCO)CC(=O)Nc2cccc(S(=O)(=O)N(C)C)c2)c1 | 9.6% | -3.8% | -20.2%
Cc1cccc(N2CCN(CC(=O)NCc3ccc(Cl)cc3)CC2)c1C | 4.11µM* | u | -3.9%

Two entries drawn at random from the list so far:
SMILES | DT40 TDP1 no CPT | DT40 TDP1 CPT | GCN5L2 inh
CCCCCC(=O)Nc1cc(S(=O)(=O)N2CCOCC2)ccc1Oc1ccc(OCC)cc1 | u | u | -6.1%
NNC(=O)CCN1CCN(C(c2ccccc2)c2ccccc2)CC1 | u | u | -14.8%

Part of the list above in order of length of the SMILES, descending.
SMILES | DT40 TDP1 no CPT | DT40 TDP1 CPT | GCN5L2 inh
CCN(CC(=O)Nc1ccccc1C(F)(F)F)C(=O)Cc1sc(C)nc1-c1ccc(F)cc1 | -17.8% | u | 1.0%
CCCCCC(=O)Nc1cc(S(=O)(=O)N2CCOCC2)ccc1Oc1ccc(OCC)cc1 | u | u | -6.1%
O=C(CSc1nnnn1-c1cccc(C(=O)O)c1)NC(c1ccccc1)c1ccccc1 | -3.3% | 1.5% | u
COC(=O)[C@@H]1CCCN1Cc1ccc2c(c1)CN(Cc1ccccc1F)CCO2 | -11.7% | -5.8%[9.04 µM] | x
O=C(c1ccc(Br)cc1)N1CCN(S(=O)(=O)c2ccccc2)CC1 | u | u | -1.0%
COCCNC(=O)c1cc(S(=O)(=O)N(C)C2CCCCC2)ccc1Cl | -29.7% | -27.6% | x
CCOC(=O)NC(NCCc1ccccc1)(C(F)(F)F)C(F)(F)F | -14.6% | -13.2% | -3.3%
CCc1ccc(/C=N/NC(=O)c2ccc(OC3CCCC3)cc2)s1 | u | u | -9.7%
COc1cc(C(=O)OCC(=O)NCC2CCCO2)cc(OC)c1OC (centres undefined) | -1.9% | 10.7% | 0.0%
CCc1nnc(NC(=O)CN2CCN(S(C)(=O)=O)CC2)s1 | 1.1% | -2.5% | -0.5%
CSc1nnc(NC(=O)C23CC4CC(CC(C4)C2)C3)s1 | 16.0% | 4.0% | -7.6%
Cc1sc(Cc2nc(O)cs2)nc1-c1ccccc1 | -27.4% | u | -2.2%

Following part.
SMILES | DT40 TDP1 no CPT | DT40 TDP1 CPT | GCN5L2 inh
O=C(Cc1ccccc1)Nc1ccc(NC(=O)C2CCCCC2)nc1 | -4.0% | -12.8% | -1.4%
CC(C)C[C@@]12C(=O)N(c3cccc(Br)c3)C(=O)N1[C@H](c1ccc(Cl)cc1)[C@@H]1C(=O)N(C3CCCCC3)C(=O)[C@@H]12 | -4.2% | -9.1% | -11.7%
COc1ccc(-c2nnc(SCc3ccccc3F)o2)cc1 | -25.1% | -0.9% | -15.1%
COc1cccc(-c2nn(-c3ccccc3)cc2/C=C(\C#N)C(=O)NCCCn2ccnc2)c1 | 20.6µM* | u | -8.8%
COc1ccc(S(=O)(=O)N2CCCC2C(=O)NCC(=O)Nc2cccc(Cl)c2C)cc1 (centres undefined) | u | -2.1% | -4.2%
CCN(CC)CCN=c1c(C)nc(C#N)c(N)n1O | 1.4% | -4.8% | x
C=C1C(=O)[C@]23C[C@H]1CCC2[C@@]1(C)C(C[C@@H]3O)[C@](C)(C(=O)OC)CC[C@@H]1OC(C)=O (some centres undefined) | 0.92µM* | 0.82µM* | x
N/C(=N\OC(=O)c1ccc(F)cc1)c1nonc1N | -1.1% | 1.6% | 1.0%
O=C(CCNS(=O)(=O)c1ccc(Br)cc1)Nc1cccc(F)c1 | -13.1% | -1.5% | 0.8%
Cc1cccc(S(=O)(=O)N2CCn3cccc3C2C)c1 (centres undefined) | -15.4% | -17.7% | -9.4%
Cc1ccccc1OCc1nnc(SCC(=O)N2CCc3ccccc32)n1C | -26.2% | -29.9% | -2.0%
COc1ccccc1NC(C#N)c1ccccc1OCc1ccccc1 (centres undefined) | u | u | -2.4%
C=CCN(C(=O)CCC(=O)Nc1cc(C)on1)C(C(=O)NC1CCCC1)c1ccc(CC)cc1 (centres undefined) | 14.6µM* | u | -3.7%
CN(C)CCCN=C(NO)c1ccc(Cl)cc1Cl | -4.7% | 9.1% | -7.2%
O=C(NNC(=O)c1csc(N2CCOCC2)n1)c1cccnc1 | -19.3% | 21.1% | 1.5%
O=C(Nc1ccccc1C(F)(F)F)N1CCN(c2ccccn2)CC1 | -26.8% | -3.4% | -9.0%
COc1ccc(/C=N\NC(=O)C2C(=O)NCC2c2ccccc2)cc1O (centres undefined) | 16.4µM* | 7.31µM* | -5.2%
c1ccc(OCc2nnnn2-c2ccccc2)cc1 | -15.5% | -15.8% | -1.2%
CCN1C(=O)/C(=C/c2ccc(OCc3ccc(C(=O)O)cc3)c(Cl)c2)NC1=S | -3.3% | -5.0% | -11.8%
Cc1cc2n(n1)C(c1ccccc1)CC(c1ccc(Br)cc1)=N2 (centres undefined) | u | 16.4µM* | -12.7%
COCC(=O)N1CCC(c2nc3ccccc3[nH]2)CC1 | -11.5% | -7.0% | x
CCOC(=O)/C(=C\c1ccccc1)C(=O)CCN1CCOCC1 | 1.46µM* | 1.64µM* | x
CCOc1cc(C2C(C(=O)c3ccco3)=C(O)C(=O)N2CC2CCCO2)ccc1O (centres undefined) | -1.9% | 15.1% | -0.7%
CSc1ccccc1NC(=O)c1cc(C)on1 | -15.2% | -0.9% | -4.0%
Cc1ccc(C(=O)Nc2cccc(C(F)(F)F)c2)cc1Nc1cncnc1 | 14.6µM* | u | 3.8%
Cc1[nH]c2c(C)cccc2c1CCNC(=O)C1CCCCC1C(=O)OCC(F)(F)F (centres undefined) | -24.5% | 2.3% | -3.4%
COc1cc(OC)cc(-n2nc(C(=O)NCCCN3CCOCC3)c3ccccc3c2=O)c1 | -21.7% | -0.6% | 2.9%
O=C(Nc1ccccc1N1CCOCC1)c1cc(=O)[nH]c2ccccc12 | 16.4µM* | u | -1.8%
CC(CNC(=O)c1ccccc1Cl)NC(=O)c1ccccc1Cl (centres undefined) | -24.4% | 5.0% | x
COC(=O)C(Cc1ccccc1)NC(=O)C(CC(C)C)NC(=O)OC(C)(C)C (centres undefined) | -27.0% | -0.2% | 0.6%
CCCn1cc(SCC(=O)NCC2CCCO2)c2ccccc21 (centres undefined) | -11.8% | -8.1% | u
O=C(NCc1ccccn1)Nc1cccc(F)c1 | -3.3% | 3.5% | -3.4%
CC(C)Oc1ccc(CNC(=O)c2cc3cccc4c3n2CC(C)S4)cc1 (centres undefined) | u | u | -10.9%
COc1cccc(C2c3[nH]c4ccccc4c3CCN2Cc2ncc[nH]2)c1 (centres undefined) | -19.4% | 1.0% | 2.5%
CCC1OC(C)Cc2[nH][nH]c(=O)c21 (centres undefined) | -18.9% | -6.8% | x
O=P(c1ccccc1)(c1ccccc1)C(O)c1ccco1 (centres undefined) | -13.7% | 0.7% | -0.4%
